Screens: PubChem BioAssay, several laboratories
HPDE-C7 viability: HPDE-C7 pancreatic duct cell viability loss – fluorescence, HTS (AID 430) | HPDE-C7 pancreatic duct cells viability, fluorescence; higher % means a stronger effect | one-dose cytotoxicity, % at 10 µM; EC50 in µM for titrated hits | 63,000 tested, 1.8% active;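 further: cells exposed to compound for 48 hours before viability readout; 0% = vehicle and 100% = reference cytotoxic drug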
Alkaline phosphatase: inhibition of tissue-nonspecific alkaline phosphatase – biochemical, luminescent (AID 518); 64,000 tested, 0.09% active; inhibition, % at 20 µM, or IC50 in µM where a hit was titrated; purified TNAP enzyme, luminescent substrate readout; higher % means a stronger effect; in the data active means a potency from the dose series; inactive means the rest, 99 in 100 with inhibition below about 22%;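 further: plate controls were vehicle for no effect and reference inhibitor for full effect; many of its hits are not listed in these tables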
Bfl-1 inhibitors: Bfl-1 inhibitors, primary screen, biochemical, fluorescence polarization, FITC-Bid, mouse (AID 432); FITC-Bid BH3 peptide fluorescence polarization displacement; higher % means a stronger effect; one-dose displacement, % at 20 µM; IC50 in µM for titrated hits; 64,000 tested, 0.02% active; in the data active means a potency from the dose series; inactive means the rest, 99 in 100 with displacement below about 15%; further: strong numbers were not always called active
PMK inhibit: S. pneumoniae PMK inhibition | inhibition, % at 10 µM | AID 539 | 65,000 tested, 0.49% active | purified PMK, PK/LDH-coupled NADH absorbance 340 nm;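 active means top-ranked compounds by inhibition in the single 10 µM screen, taking a fixed number of the strongest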;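 further: 0% = full reaction with DMSO carrier and 100% = background rate without enzyme reaction; no value below 0 was filed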
Spn DPM-DC inh: S. pneumoniae DPM-DC inhibition. purified DPM-DC, PK/LDH coupled NADH fluorescence. calls only at 10 µM. 65,000 tested, 0.49% active;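 active means the 320 compounds with the highest percent inhibition in the single-dose primary screen, excluding strongly autofluorescent ones, cut at about 32% in these data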;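 further: kinetic rate of NADH fluorescence loss reporting ADP formed by the decarboxylase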
LYP phosphatase: inhibition of human PTPN22 tyrosine phosphatase – biochemical, DiFMUP fluorescence, recombinant catalytic domain, 10 µM, primary screen (AID 606); recombinant LYP catalytic domain, DiFMUP fluorescence; higher % means a stronger effect; one-dose inhibition, % at 10 µM; IC50 in µM for titrated hits; 52,000 tested, under 10 active;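 active means IC50 under 40 µM in the dose-response test; inactive means IC50 of 40 µM or more, or never dose-tested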
MK inhibit: inhibitors of Streptococcus pneumoniae mevalonate kinase | purified MK, PK/LDH-coupled NADH absorbance 340 nm | inhibition, % at 10 µM | 65,000 tested, 0.48% active;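 active means ranked among the strongest by inhibition in the single 10 µM screen, a fixed top-ranked set picked for dose follow-up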; further: no value below 0 was filed
HT1080 cytotoxicity: cytotoxicity in HT1080 fibrosarcoma cells, cell-based, fluorescence readout (AID 620). 87,000 tested, 0.42% active. cytotoxicity, % at 10 µM; hits with a dose series show EC50 in µM. HT1080 viability, fluorescence; higher % means a stronger effect;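 further: cells exposed to compound overnight then 4 h with Alamar Blue; 0% = vehicle DMSO and 100% = killing control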
HPDE-C7K KRASV12: cytotoxicity in KRAS-transformed pancreatic duct cells, primary screen, cell-based, fluorescence, HTS (AID 431). HPDE-C7K KRASV12 cells, Alamar Blue viability, 48 h; higher % means a stronger effect. 63,000 tested, 1.7% active. cytotoxicity, % at 10 µM; hits with a dose series show EC50 in µM;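 active means compounds whose percent cytotoxicity in the single-dose primary screen, scaled between solvent and toxic-drug controls, exceeds 50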;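 further: 0% = DMSO solvent wells and 100% = doxorubicin-treated wells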
PMK inhibit pilot replicates: second read-out of PMK inhibit, no call of its own (marks repeat the call); inhibition, %; measured here: pilot screen replicates
MK inhibit pilot replicates: recorded beside MK inhibit, whose call it bears; inhibition, %; measured here: pilot screen replicates
Spn DPM-DC inh pilot screen %: recorded beside Spn DPM-DC inh, whose call it bears; inhibition, %; measured here: pilot screen trials
The depositor's hits bear a star; i = inactive; . = not tested or not shown; + = active, no number. Unless noted, no stated cut-off is given here; in the data, active means cytotoxicity above about 50%; inactive means the rest.

SMILES	HPDE-C7 viability	Alkaline phosphatase	Bfl-1 inhibitors	PMK inhibit	Spn DPM-DC inh	LYP phosphatase	MK inhibit	HT1080 cytotoxicity	HPDE-C7K KRASV12	others
N#Cc1cccc(-n2c(-c3ccccc3)nnc2-c2ccccc2)c1C#N	14%	8%	13%	10	i	11%	1	3%	7%
COc1cc(CC(=O)OCC(=O)Nc2ccc(S(=O)(=O)N3CCCC3)cc2)cc(OC)c1OC	-17%	2%	0%	19	i	12%	3	-7%	-15%
Cc1ccc(-c2nnc(SCC(=O)N3CC(C)CC(C)C3)o2)cc1C (stereo unspecified)	-8%	17%	-2%	0	i	4%	5	-6%	-6%	PMK inhibit pilot replicates=0.0;MK inhibit pilot replicates=1.5;Spn DPM-DC inh pilot screen %=0.5
CCOC(=O)/C=c1\sc2n(c1=O)CCN=2	-6%	8%	-8%	0	i	6%	5	-2%	9%
O=C1CCCC/C1=C\Nc1ccc(Cl)cn1	-9%	6%	-2%	0	i	.	5	9%	-1%
O=C(Cn1nnc2c(cnn2-c2ccc(F)cc2)c1=O)c1ccccc1F	-2%	6%	0%	13	i	16%	6	-10%	0%	PMK inhibit pilot replicates=4.0;MK inhibit pilot replicates=0.0;Spn DPM-DC inh pilot screen %=22
CCCn1c(SCC(=O)OCc2ccccc2)nc2c1c(=O)n(C)c(=O)n2C	-1%	9%	-4%	11	i	.	8	0%	10%
CC1CCN(CCNC(=O)CN(C)S(=O)(=O)c2cccc3nsnc23)CC1	5%	4%	3%	19	i	8%	0	-3%	10%
COc1ccccc1NC(=O)CSc1nc2sc(C)c(C)c2c(=O)n1Cc1ccco1	.	3%	1%	7	i	10%	6	-1%	.
Cc1ccc(N(C(=O)c2ccc(Br)o2)C2C=CS(=O)(=O)C2)cc1 (stereo unspecified)	-5%	1%	4%	2	i	-1%	2	-2%	7%
CCc1[nH]nc2c1C(c1cccc(OC(=O)N3CCOCC3)c1)C(C#N)=C(N)O2 (stereo unspecified)	-34%	10%	5%	9	i	13%	4	2%	-19%	PMK inhibit pilot replicates=2.5;MK inhibit pilot replicates=0.0;Spn DPM-DC inh pilot screen %=0.5
CCc1ccc(NC(=O)CCN2C(=O)c3cccnc3C2=O)cc1	-20%	6%	-1%	6	i	.	0	-6%	-12%
COc1ccccc1N(CC(=O)NC(C)(C)C)C(=O)Cn1nnc(-c2ccc(C)o2)n1	0%	6%	0%	6	i	5%	11	3%	7%
Cc1cc(C)n(-c2nc3c(c(=O)[nH]c(=O)n3C)n2CC(O)COc2ccccc2C)n1 (stereo unspecified)	0%	4%	1%	2	i	7%	3	-3%	-4%
O=C1c2oc3ccc(F)cc3c(=O)c2C(c2ccc(F)cc2)N1CCCN1CCOCC1 (stereo unspecified)	-43%	2%	-4%	15	i	12%	1	-4%	-16%

Retrieved one by one from the entries so far:
SMILES	HPDE-C7 viability	Alkaline phosphatase	Bfl-1 inhibitors	PMK inhibit	Spn DPM-DC inh	LYP phosphatase	MK inhibit	HT1080 cytotoxicity	HPDE-C7K KRASV12	others
Cc1ccc(N(C(=O)c2ccc(Br)o2)C2C=CS(=O)(=O)C2)cc1 (stereo unspecified)	-5%	1%	4%	2	i	-1%	2	-2%	7%
COc1ccccc1N(CC(=O)NC(C)(C)C)C(=O)Cn1nnc(-c2ccc(C)o2)n1	0%	6%	0%	6	i	5%	11	3%	7%
CCCn1c(SCC(=O)OCc2ccccc2)nc2c1c(=O)n(C)c(=O)n2C	-1%	9%	-4%	11	i	.	8	0%	10%
Cc1ccc(-c2nnc(SCC(=O)N3CC(C)CC(C)C3)o2)cc1C (stereo unspecified)	-8%	17%	-2%	0	i	4%	5	-6%	-6%	PMK inhibit pilot replicates=0.0;MK inhibit pilot replicates=1.5;Spn DPM-DC inh pilot screen %=0.5
COc1cc(CC(=O)OCC(=O)Nc2ccc(S(=O)(=O)N3CCCC3)cc2)cc(OC)c1OC	-17%	2%	0%	19	i	12%	3	-7%	-15%
COc1ccccc1NC(=O)CSc1nc2sc(C)c(C)c2c(=O)n1Cc1ccco1	.	3%	1%	7	i	10%	6	-1%	.
CCOC(=O)/C=c1\sc2n(c1=O)CCN=2	-6%	8%	-8%	0	i	6%	5	-2%	9%

Entries from the list above that have fluorine:
SMILES	HPDE-C7 viability	Alkaline phosphatase	Bfl-1 inhibitors	PMK inhibit	Spn DPM-DC inh	LYP phosphatase	MK inhibit	HT1080 cytotoxicity	HPDE-C7K KRASV12	others
O=C(Cn1nnc2c(cnn2-c2ccc(F)cc2)c1=O)c1ccccc1F	-2%	6%	0%	13	i	16%	6	-10%	0%	PMK inhibit pilot replicates=4.0;MK inhibit pilot replicates=0.0;Spn DPM-DC inh pilot screen %=22
O=C1c2oc3ccc(F)cc3c(=O)c2C(c2ccc(F)cc2)N1CCCN1CCOCC1 (stereo unspecified)	-43%	2%	-4%	15	i	12%	1	-4%	-16%

Following part:
SMILES	HPDE-C7 viability	Alkaline phosphatase	Bfl-1 inhibitors	PMK inhibit	Spn DPM-DC inh	LYP phosphatase	MK inhibit	HT1080 cytotoxicity	HPDE-C7K KRASV12	others
Cc1nn(C)c(C)c1S(=O)(=O)NCc1cccs1	4%	2%	3%	9	i	.	4	-1%	3%
Cc1sc2ncnc(OCC(=O)c3ccc(S(=O)(=O)N4CCCC4)cc3)c2c1C	5%	14%	4%	17	i	5%	7	-4%	0%
CCOC(=O)N1CCC(NC(=O)c2ccc3c(c2)N(CC)CCS3)CC1	4%	15%	3%	5	.	1%	9	.	11%	PMK inhibit pilot replicates=2.5;MK inhibit pilot replicates=3.5
Cc1ccccc1Nc1nnc(SCC(=O)NC(=O)NCc2ccco2)s1	-28%	13%	-3%	0	i	.	14	0%	-9%
COc1ccccc1C1C(C(N)=O)=C(C)Nc2nc(-c3ccccc3Cl)nn21 (stereo unspecified)	-5%	15%	-1%	1	i	6%	6	6%	8%
CC(=O)c1cc2c(cc1NS(=O)(=O)c1ccc(C)cc1)OCCO2	23%	8%	2%	13	i	4%	11	-4%	34%
Cc1noc(C)c1S(=O)(=O)N1CCN(Cc2ccc3c(c2)OCO3)CC1	1%	9%	-3%	8	i	-2%	1	-2%	1%	PMK inhibit pilot replicates=5.5;MK inhibit pilot replicates=5.5;Spn DPM-DC inh pilot screen %=1.0
CCCC(=O)Nc1ccc(N2CCN(C(=O)CCC)CC2)cc1	-14%	4%	-6%	11	+	.	0	36%	-24%
O=S(=O)(c1ccccc1)c1nc(-c2ccco2)oc1N1CCOCC1	-11%	11%	-2%	3	i	4%	9	0%	-4%
Cc1ccc(S(=O)(=O)Cc2ccc(C(=O)NCCCN3CCN(C)CC3)o2)cc1	-14%	6%	-1%	10	i	9%	5	-8%	-7%	PMK inhibit pilot replicates=0.0;MK inhibit pilot replicates=3.0;Spn DPM-DC inh pilot screen %=0.0
Cc1cccc(OCC(O)CN2C(C)(C)CC(O)CC2(C)C)c1C (stereo unspecified)	-6%	-10%	-24%	6	i	5%	12	9%	-8%
CCOC(=O)c1c(C)c(C(=O)NCc2cccnc2)c(C)n1C	-1%	11%	0%	10	i	.	1	-2%	-7%
Cc1sc2ncnc(SCC#N)c2c1C	0%	11%	2%	13	i	6%	2	-1%	8%
O=C(Nc1ccc2c(c1)OCO2)c1c(F)c(F)c(F)c(F)c1F	-7%	9%	-3%	0	i	10%	4	-2%	11%
Cc1ccccc1N1C(=O)CC(Sc2nnc(-c3ccccc3)o2)C1=O (stereo unspecified)	-8%	10%	-3%	15	i	2%	2	7%	-15%
CCSc1nnc(NC(=O)CSc2nc3c(c(=O)n2-c2ccccc2OC)SCC3)s1	.	.	.	17	i	16%	1	-5%	.
O=C(O)CSCC(=O)c1ccccc1	-8%	8%	1%	6	i	14%	7	-3%	-11%
O=C(COC(=O)c1ccccn1)Nc1cccc(Cl)c1	-2%	0%	0%	12	i	14%	4	0%	5%
[O-][n+]1ccc(C2CC2)cc1	7%	10%	-9%	13	i	8%	0	0%	20%
CCOc1ccccc1C(=O)NC1CCN(Cc2nnnn2C2CCCC2)CC1	4%	12%	5%	0	i	.	15	2%	1%
O=C(NCc1ccccn1)Nc1cccc(Cl)c1	-23%	6%	6%	20	i	9%	4	4%	-10%
Cc1onc(-c2ccccc2)c1C(=O)Nc1ccccc1N1CCOCC1	5%	4%	-1%	0	i	6%	2	3%	4%
O=C(COc1ccccc1)NCCSc1ccccc1	-14%	10%	-2%	3	i	-1%	7	9%	0%
COCCNC(=O)C(c1ccco1)N(C(=O)Cn1nnc2ccccc21)c1cccc(C)c1C (stereo unspecified)	-4%	13%	4%	9	i	5%	6	2%	6%
CCOC(=O)c1ccc(NC(=O)CSc2ncccn2)cc1	1%	13%	-5%	6	i	-8%	6	2%	12%	PMK inhibit pilot replicates=1.5;MK inhibit pilot replicates=3.0;Spn DPM-DC inh pilot screen %=2.5
CSCCC(Nc1ncnc2ccc(Br)cc12)C(=O)O (stereo unspecified)	-2%	2%	4%	11	i	.	10	13%	-25%
Cc1occc1C(=O)Nc1nnc(C2CCCCC2)s1	-7%	10%	-9%	0	i	.	12	2%	-5%	PMK inhibit pilot replicates=0.5;MK inhibit pilot replicates=0.0;Spn DPM-DC inh pilot screen %=5.0
O=C(COc1ccc(CO)cc1)Nc1ccc(F)cc1	.	9%	-3%	4	i	13%	11	6%	.
Cc1ccc(-n2nnc3c(=O)n(Cc4cc(C)ccc4C)cnc32)cc1	.	.	.	9	i	4%	7	-8%	.
Cc1ccc(-c2cc(C(=O)NCCCN3CCOCC3)no2)cc1	4%	4%	1%	0	i	0%	4	-3%	-10%
O=C(O)CCCCCN1C(=O)c2ccc(C(=O)O)cc2C1=O	-2%	15%	42%	5	i	2%	5	3%	10%
Cc1ccc(N(C(=O)c2ccncc2)C2C=CS(=O)(=O)C2)cc1 (stereo unspecified)	-8%	10%	0%	1	i	-7%	6	.	3%	PMK inhibit pilot replicates=2.5;MK inhibit pilot replicates=2.5;Spn DPM-DC inh pilot screen %=22
O=C(O)CC1Sc2nc3ccccc3n2C1=O (stereo unspecified)	-3%	10%	-3%	7	i	3%	5	1%	-13%	PMK inhibit pilot replicates=0.0;MK inhibit pilot replicates=0.0;Spn DPM-DC inh pilot screen %=0.0
CCOC(=O)N1CCC(Nc2c(NCCCN(C)Cc3ccccc3)c(=O)c2=O)CC1	9%	10%	1%	2	i	15%	10	-15%	3%
CCCCOc1ccccc1NC(=O)Cn1c(-c2nonc2N)nc2ccccc21	55%*	8%	-5%	21	i	12%	6	24%	42%
Cc1nnc(NC(=O)CSc2nccn2-c2cccc(C)c2C)s1	48%	-2%	-2%	7	i	12%	4	55%*	26%
Cc1c(NC(=O)CSc2ccccn2)c(=O)n(-c2ccccc2)n1C	4%	4%	9%	0	i	1%	2	1%	2%
CCC(Oc1ccccc1)C(=O)Nc1ccc(S(=O)(=O)NCC2CCCO2)cc1 (stereo unspecified)	2%	3%	3%	10	i	.	1	-5%	3%
